Compound activity from PubChem.
Nrf2 ARE act: qHTS of Nrf2 Activators; Potency, µM (doses to about 46.1 µM), inactives show at the top dose activation, hits mostly activators; hit rate 0.31% among 410,000; AREc32 ARE-luciferase reporter (MCF7-derived line), luminescence, 24 h; note: % of control where 0% means no effect; nearly all actives have a fitted effect of over 65% in size
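Quantitative high-throughput format: AREc32 reporter cells, 1000 per well, received compound by pin transfer and were incubated 24 hr at 37 deg C, 5% CO2, before Steady-Glo luminescence detection.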
S2 tox: Viability Counterscreen for Primary qHTS for Inhibitors of ATXN expression. Potency, µM (doses to about 56.7 µM), most hits filed as cytotoxic. S2 cells (HEK-293 line with an ATXN2-luciferase reporter) viability, CellTiter-Fluor protease fluorescence, 24 h. hit rate 0.49% among 400,000; note: nearly all actives have a fitted effect of over 40% in size
Nrf2 block: Nrf2 qHTS screen for inhibitors | A549 ARE-Fluc reporter, luciferase luminescence, 18-24 h | Potency, µM (series often up to 46 µM), inactives show at the highest dose activity change, negative = inhibition, most hits filed as inhibitors | hit rate 2.1% among 360,000 | AID 504444, 2011; note: % is set by controls: 0 for no effect and ±100 for the full control effect; nearly all actives have a fitted effect of over 60% in size
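Concentration-response testing used A549 ARE_Fluc cells at 5000 cells/well. Following an 18-24 h compound incubation, viability was read by fluorescence (Ex 405/Em 525) and luciferase output by luminescence.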
EPAC2 antagonist: qHTS for Antagonist of cAMP-regulated guanine nucleotide exchange factor 2 (EPAC2): primary screen. Rap guanine nucleotide exchange factor 4 (Homo sapiens), Q8WZA2. EPAC2 GEF exchange of Rap1B-BODIPY-GDP, fluorescence. Potency, µM (highest dose often 114 µM), for the others: top-dose activity, negative = inhibition, usual class: inhibitors. hit rate 0.18% among 360,000. AID 720708, 2013; note: % is set by controls: 0 for no effect and ±100 for the full control effect; nearly all actives have a fitted effect of over 45% in size; many of its hits are not listed in these tables
Target sequence (Q8WZA2 whole entry, looked up): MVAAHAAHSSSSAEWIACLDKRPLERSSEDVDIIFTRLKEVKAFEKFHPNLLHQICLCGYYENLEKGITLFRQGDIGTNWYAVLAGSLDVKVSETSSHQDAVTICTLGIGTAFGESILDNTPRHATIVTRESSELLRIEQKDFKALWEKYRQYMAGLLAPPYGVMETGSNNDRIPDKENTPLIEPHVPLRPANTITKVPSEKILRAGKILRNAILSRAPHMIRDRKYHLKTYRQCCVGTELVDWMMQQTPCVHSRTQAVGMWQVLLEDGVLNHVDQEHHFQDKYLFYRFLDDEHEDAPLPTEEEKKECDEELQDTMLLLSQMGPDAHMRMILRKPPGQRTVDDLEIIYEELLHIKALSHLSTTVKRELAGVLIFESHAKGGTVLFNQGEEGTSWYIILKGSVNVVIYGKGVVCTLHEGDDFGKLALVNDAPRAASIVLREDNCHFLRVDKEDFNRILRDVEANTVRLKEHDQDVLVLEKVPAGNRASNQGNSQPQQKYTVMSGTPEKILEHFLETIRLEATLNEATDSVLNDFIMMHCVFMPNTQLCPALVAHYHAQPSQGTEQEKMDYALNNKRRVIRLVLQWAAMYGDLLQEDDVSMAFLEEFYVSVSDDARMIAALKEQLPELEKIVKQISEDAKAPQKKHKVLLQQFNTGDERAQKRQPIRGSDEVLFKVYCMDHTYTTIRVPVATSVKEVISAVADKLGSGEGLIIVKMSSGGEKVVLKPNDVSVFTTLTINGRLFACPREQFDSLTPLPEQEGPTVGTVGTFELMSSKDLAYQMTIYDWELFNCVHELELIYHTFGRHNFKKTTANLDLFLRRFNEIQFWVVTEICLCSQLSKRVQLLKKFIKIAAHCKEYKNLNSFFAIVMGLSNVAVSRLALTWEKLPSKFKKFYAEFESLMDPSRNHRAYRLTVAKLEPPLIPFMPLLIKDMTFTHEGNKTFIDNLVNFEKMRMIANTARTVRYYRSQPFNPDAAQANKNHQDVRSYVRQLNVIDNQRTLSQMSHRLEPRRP
A549 tox: Nrf2 qHTS screen for inhibitors: counterscreen for cytotoxicity | hit rate 0.16% among 390,000 | A549 ARE-Fluc cells, CellTiter-Fluor viability, 18-24 h | Potency, µM (series often up to 46 µM), for inactives: at the highest dose activity change, negative = cytotoxicity, most hits filed as inhibitors; note: % is set by controls: 0 for no effect and ±100 for the full control effect
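A549 ARE_Fluc cells in 5% FBS OPTI-MEM were exposed to compounds in concentration-response for 18-24 h at 37 deg C. Viability was read by CellTiter-Fluor fluorescence (Ex 405/Em 525) after 30 min, before the luciferase read.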
ATXN2 expr inh: Primary qHTS for Inhibitors of ATXN expression; hit rate 0.72% among 360,000; HEK-293 ATXN2-luciferase reporter, luminescence, 24 h; Potency, µM (series often up to 57 µM), for inactives: at the highest dose activity change, negative = inhibition, hits mostly inhibitors; note: % is set by controls: 0 for no effect and ±100 for the full control effect; nearly all actives have a fitted effect of over 55% in size
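ATXN2-luciferase reporter cells (luciferase flanked by upstream and downstream ATXN2 gene portions) were treated 24 h at 37 °C with compounds at up to 57 uM. SteadyGlo luminescence gave expression; GF-AFC fluorescence gave viability.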
HepG2 viability: qHTS for Inhibitors of TGF-b: Cytotox Counterscreen; Potency, µM (titrated, usually from 46.1 µM), for the others: at the highest dose activity change, negative = cytotoxicity, most hits filed as cytotoxic; hit rate 0.76% among 410,000; HepG2 CAGA-GFP viability, ATP luminescence, 18 h; note: some results filed as inactive show a strong effect at the top dose
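HepG2 CAGA-GFP cells (1000/well, DMEM with 1% FBS) received compound, then TGF-beta at 500 pg/mL final, and were incubated 18 hours at 37 degrees C. Viability was read by CellTiter-Glo luminescence. Media-only wells were set as complete cell-killing and DMSO as no toxicity.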
TGFb SMAD3 inh: qHTS for Inhibitors of TGF-b. hit rate 1.2% among 410,000. Potency, µM (doses to about 46.1 µM), for inactives: top-dose activity, negative = inhibition, most hits filed as inhibitors. HepG2 CAGA-GFP TGF-b/SMAD3 reporter, GFP fluorescence, 18 h; TGF-beta stimulated, 500 pg/mL final; note: % is set by controls: 0 for no effect and ±100 for the full control effect; nearly all actives have a fitted effect of over 65% in size
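Using HEPG2 CAGA-GFP reporter cells at 1000 cells/well, we pinned test compounds, stimulated with recombinant TGF-beta (500 pg/mL final) and measured total well GFP after 18 h.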
MCF10A rereplic: A quantitative high throughput screen for small molecules that induce DNA re-replication in MCF 10a normal breast cells | MCF 10A DNA re-replication, Hoechst nuclear intensity, 48 h | Potency, µM (doses to about 46.1 µM), for inactives: at the top dose activity, positive = re-replication, most hits filed as activators | hit rate 2.9% among 350,000; note: % of control where 0% means no effect; nearly all actives have a fitted effect of over 50% in size
Active calls of the source: *; i = inactive; u = inconclusive; x = not tested or not shown; & = joins results of further samples; [ ] = another dose, or the depositor's remark. Calls come from the whole dose curve; as a rule, active = well fitted curve in the direction sought with a large enough effect; inconclusive = small, poorly fitted or top-dose-only effect, or another doubt; inactive = no such curve, though single readings can be large; an effect the other way counts as inactive or inconclusive. Potency is the fitted concentration of half-maximal effect. This is a subset; count on the stated rates, not on these rows.

Each structure is followed by: Nrf2 ARE act | MCF10A rereplic | EPAC2 antagonist | S2 tox | TGFb SMAD3 inh | A549 tox | HepG2 viability | Nrf2 block | ATXN2 expr inh
> COc1ccc(CN2C(=O)C(CC(=O)NCCN3CCOCC3)CC(C(=O)N3CCCCCC3)=C2C)cc1 (configuration not stated)
→ -1.4% | x | 18% | i | x | x | x | x | 2%
> COc1ccc2nc(NC(=O)C(NS(=O)(=O)c3cccs3)C(C)C)sc2c1 (configuration not stated)
→ 0.0% | 2% | 2% | i | 31% | 0% | -19% | u | 60%[activator]
> COc1ccccc1/C=C/CN1CCC(Oc2ccc(C(=O)N3CCCC3)cc2)CC1
→ -0.2% | -2% | 1% | u | 5% | u | -30% | -10% | -12%
> O=C(Nc1nnc([C@H]2C[C@H](O)[C@@H](CO)O2)s1)c1cccc(Cl)c1
→ 12% | x | -8% | i | 5% | x | 3% | x | 11%
> CC(NC(=O)CSc1nc2ccccc2c(=O)[nH]1)c1ccccc1 (configuration not stated)
→ 2.1% | 4% | -13% | i | 40%[activator] | -3% | -9% | -3% | 14%
> COC(=O)c1cc(NC2c3ccccc3C(=O)N2CCN2CCOCC2)cc(C(=O)OC)c1 (configuration not stated)
→ -0.3% | -1% | 6% | i | 0% | -3% | -3% | 14% | -3%
> CCOC(=O)c1oc2nc3c(cc2c1N)COC(C)(C)C3
→ 0.4% | -2% | 7% | i | -4% | -5% | -3% | u | 51%[activator]
> CCOC(=O)c1c(NC(NC(=O)C(C)C)C(Cl)(Cl)Cl)sc2c1CCC2 (configuration not stated)
→ 2.2% | 23µM* | u | i | u | u | 2% | 23µM* | -21%
> Cn1cnnc1SCC(=O)Nc1ccc2nc(SCc3cccc4ccccc34)sc2c1
→ -0.6% | u | -1% | i | 1% | -15% | 11% | u | -3%
> CC1(C)CC(=O)C=C(OC(=O)c2ccc(Cl)cc2)C1
→ 0.3% | 12% | 3% | i | -6% | 1% | -30% | -8% | -3%
> CCC(C)NC(=O)CSc1n[nH]c(-c2cc(Cl)ccc2OC)n1 (configuration not stated)
→ 4.1% | 0% | 25% | i | u | 3% | -19% | 11% | -11%
> O=C(COc1ccc(Cl)cc1)Nc1nnc(C2=COCCO2)o1
→ 0.1% | 8% | -13% | i | 3% | 1% | 7% | -21% | u
> O=C(NCCCN1CCN(c2ccccc2F)CC1)c1ccc2nc(CCc3ccccc3)oc2c1
→ -0.5% | x | x | x | u | -23% | 11µM* | x | x
> CCOC(=O)N1CCC(NC(=O)c2cnn(-c3cccc(C)c3)c2-n2cccc2)CC1
→ 0.1% | x | x | x | -29% | 2% | 2% | 25% | x
> Cc1cc(-c2nnc(SCC(=O)Nc3ccccc3Cl)n2C)no1
→ -0.2% | 2% | -1% | i | 0% | -2% | -30% | 13% | -13%
> COc1ccc(N2CCN(C(=O)c3cc4c(s3)-c3ccccc3S(=O)(=O)C4)CC2)cc1
→ -0.3% | u | 4% | i | u | -4% | -39% | -25% | u
> COc1cc(OC)cc(-n2nnnc2SCC(=O)N2CCCC2)c1
→ -0.9% | 14% | 12% | i | -8% | 0% | 6% | -14% | 0%
> Cc1cccc(N2CCN(C(=O)c3cn(C)c(=O)c4c3c3ccccc3n4C)CC2)c1C
→ 0.4% | u | -1% | i | 10µM* | -12% | -21% | x | u
> O=C(c1cc(-c2ccccc2)nc2ccccc12)N1CCN(c2ccccc2O)CC1
→ 7.6% | 12% | -3% | i | 0% | -25% | 1% | u | -9%
> O=C(N/N=C/c1c[nH]c2ccccc12)c1ccccc1
→ 9.2% | 9% | 7% | i | 0% | 1% | -17% | u | x

Structural class, the entries above containing an NH in an aromatic ring.
Each structure is followed by: Nrf2 ARE act | MCF10A rereplic | EPAC2 antagonist | S2 tox | TGFb SMAD3 inh | A549 tox | HepG2 viability | Nrf2 block | ATXN2 expr inh
> CC(NC(=O)CSc1nc2ccccc2c(=O)[nH]1)c1ccccc1 (configuration not stated)
→ 2.1% | 4% | -13% | i | 40%[activator] | -3% | -9% | -3% | 14%
> CCC(C)NC(=O)CSc1n[nH]c(-c2cc(Cl)ccc2OC)n1 (configuration not stated)
→ 4.1% | 0% | 25% | i | u | 3% | -19% | 11% | -11%
> O=C(N/N=C/c1c[nH]c2ccccc12)c1ccccc1
→ 9.2% | 9% | 7% | i | 0% | 1% | -17% | u | x

Next part.
Each structure is followed by: Nrf2 ARE act | MCF10A rereplic | EPAC2 antagonist | S2 tox | TGFb SMAD3 inh | A549 tox | HepG2 viability | Nrf2 block | ATXN2 expr inh
> COc1ccc(CCNC(=O)COC(=O)CCC(=O)c2ccc(F)cc2)cc1
→ -0.3% | -1% | -3% | i | -14% | -1% | 10% | 3% | -23%
> C/C(=N/n1cnnc1)c1cccnc1
→ 0.1% | 2% | -11% | i | 13% | 3% | 1% | -20% | 2%
> Cc1cccc(OCC(=O)Nc2ccccc2C(=O)N2CCOCC2)c1
→ -1.0% | 3% | 4% | i | -3% | 1% | -14% | 1% | 11%
> C=CCSc1nnc(NC(=O)c2cccc(S(=O)(=O)N(C)c3ccccc3)c2)s1
→ 0.2% | u | 23% | i | u | 8% | -1% | -12% | 0%
> CCc1nc2cc([N+](=O)[O-])c([N+](=O)[O-])cc2[nH]1
→ 0.4% | 1% | 3% | i | u | 0% | 9% | u | -6%
> COc1ccc(C2NC(=S)NC3=C2CCc2cc(OC)ccc23)cc1 (configuration not stated)
→ 0.0% | 17% | -3% | u | -10% | 3% | -1% | u | 0%
> CCCC(C)NS(=O)(=O)c1ccccc1 (configuration not stated)
→ -0.9% | -6% | 13% | i | -10% | 0% | -1% | 1% | 5%
> CCCn1c(N)c(C(=O)CN(C)CC(=O)Nc2ccccc2C(F)(F)F)c(=O)[nH]c1=O
→ -0.4% | 10% | -5% | i | u | -3% | -29% | u | x
> CC(C)Cn1cnc2c(SCc3ccccc3)nc(N)nc21
→ 6.4% | 13% | -5% | i | -7% | 1% | -31% | -33% | 16%
> COC(=O)c1c(C)noc1-c1ccc(Cl)cc1
→ 4.4% | 1% | -19% | u | -6% | 3% | -2% | -14% | x
> CCOC(=O)c1cc(=O)[nH]c2ccccc12
→ 0.4% | -2% | 1% | i | 14% | -4% | -3% | -7% | -17%
> COc1cc2nc(SCc3ccc(Cl)cc3Cl)n(Cc3cccs3)c(=N)c2cc1OC
→ 0.3% | u | 6%[57.1 µM] | u | -11% | -24% | -4% | u | -1%
> CCCCN(C(=O)c1cc(=O)[nH]c2ccccc12)c1c(N)n(CCCC)c(=O)[nH]c1=O
→ 0.2% | 0% | -3% | i | 0% | -7% | -36% | -7% | 6%
> O=C(CSc1nc(-c2cccs2)cc(C(F)(F)F)n1)Nc1ccccc1Cl
→ -0.2% | x | x | i | -16% | -7% | 8% | 2% | -5%
> Cc1ccc(C2(C(F)(F)F)NC(=O)N3C(=C2C#N)Nc2ccccc23)cc1 (configuration not stated)
→ -0.3% | -4% | 14% | i | 1% | -3% | 7% | 19% | 0%
> O=[N+]([O-])c1ccc(-c2nnc(-c3ccccc3)c(NCCCO)n2)cc1
→ 2.7% | 3% | 10% | i | -7% | 7% | -19% | 8% | 0%
> CC12CCC(=O)C=C1CCC1C2C(=O)CC2(C)C1CC[C@]2(O)C(=O)CO (some centres not stated)
→ -0.2% | 1% | -8% | i | -10% | 5% | -7% | 3% | 4%
> Cc1ccc(-n2ncc(C(=O)N3CCC(c4ccccc4)C3)c2C2CCN(C(=O)OC(C)(C)C)CC2)cc1 (configuration not stated)
→ -0.6% | x | x | x | -18% | -22% | -32% | u | x
> O=C(Nc1ccc(F)cc1)NC1(C(=O)NCc2ccco2)CCCCC1
→ 0.3% | 17% | 10% | i | -6% | 10% | -1% | 17% | -13%
> Nc1nc(-c2ccccc2)[nH]c(=O)c1N=O
→ 0.1% | 12% | -7% | u | -2% | -5% | 8% | 10% | x
> CC1CCc2c(sc(NC(=O)CSc3nc(N)cc(=O)[nH]3)c2C(N)=O)C1 (configuration not stated)
→ 1.5% | u | -2% | i | -18% | -1% | -5% | -19% | u
> O=C(COC(=O)COc1ccccc1)NCc1ccc2c(c1)OCO2
→ 0.4% | 4% | 10% | i | -1% | 0% | 7% | 6% | -1%
> CCOC(=O)C1CCCN(Cc2sccc2C)C1 (configuration not stated)
→ -0.6% | -6% | -6% | i | 2% | 3% | 8% | -2% | -1%
> Cc1nn(Cc2ccccc2Cl)c2sc(C(=O)NCCCn3ccnc3)cc12
→ 4.4% | u | -2% | i | -6% | -6% | -23% | u | -30%
> COc1ccc(CN2C3CCC2CC(NC(=O)c2cccc(F)c2)C3)cc1 (configuration not stated)
→ -0.2% | 11% | 7% | u | 13% | -15% | -1% | u | -10%
> OCC[C@@H]1C[C@@H](O)[C@H](O)[C@]2(OCc3ccccc32)O1
→ -1.2% | 0% | -8% | i | 19% | 0% | 15% | -3% | 5%
> CCOC(=O)CC(=O)Nc1cc(Cl)ccc1O
→ 24% | -6% | 3% | i | 10% | -5% | -1% | -4% | -1%
> O=C(C1=C(O)C(=O)N(CCN2CCOCC2)C1c1cccnc1)c1cc2ccccc2o1 (configuration not stated)
→ 0.1% | -7% | 8% | i | 0% | -17% | -16% | 8% | -8%
> COc1ccc(-c2nc(CS(=O)(=O)CC(=O)NCCc3ccc(C)cc3)c(C)o2)cc1
→ -0.9%&-0.5% | 1% | 2% | i | u | -1%&-1% | 9%&-11% | 15%&15% | x
> O=C(CCN1C(=O)/C(=C/c2cccs2)SC1=S)NNC(=O)c1cccc(O)c1
→ -0.5% | 7% | 18% | u | 52%[activator] | -7% | -35% | 6% | -22%
> Cc1c(N=CN2CCOCC2)c(=O)n(C)c(=O)n1C
→ -0.3% | -1% | -6% | i | -7% | 1% | 4% | -3% | -4%
> CCn1c(SCC(=O)O)nnc1-c1cc2c(C)nn(-c3ccccc3)c2s1
→ -0.5% | 6% | -2% | i | -11% | 11% | -3% | 0% | -20%
